Screening results: PubChem BioAssay, University of Kansas High Throughput Screening Laboratory
mHTT-CaM PPI inh: disrupts binding of mutant huntingtin to calmodulin. AlphaScreen His-mHTT/GST-CaM binding, luminescence. inhibition, % at 15 µM. hit rate 3.6% among 190,000;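 also: 0% = both proteins with DMSO and 100% = one protein alone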
Target sequence (P42858 whole entry, looked up, stated change not applied): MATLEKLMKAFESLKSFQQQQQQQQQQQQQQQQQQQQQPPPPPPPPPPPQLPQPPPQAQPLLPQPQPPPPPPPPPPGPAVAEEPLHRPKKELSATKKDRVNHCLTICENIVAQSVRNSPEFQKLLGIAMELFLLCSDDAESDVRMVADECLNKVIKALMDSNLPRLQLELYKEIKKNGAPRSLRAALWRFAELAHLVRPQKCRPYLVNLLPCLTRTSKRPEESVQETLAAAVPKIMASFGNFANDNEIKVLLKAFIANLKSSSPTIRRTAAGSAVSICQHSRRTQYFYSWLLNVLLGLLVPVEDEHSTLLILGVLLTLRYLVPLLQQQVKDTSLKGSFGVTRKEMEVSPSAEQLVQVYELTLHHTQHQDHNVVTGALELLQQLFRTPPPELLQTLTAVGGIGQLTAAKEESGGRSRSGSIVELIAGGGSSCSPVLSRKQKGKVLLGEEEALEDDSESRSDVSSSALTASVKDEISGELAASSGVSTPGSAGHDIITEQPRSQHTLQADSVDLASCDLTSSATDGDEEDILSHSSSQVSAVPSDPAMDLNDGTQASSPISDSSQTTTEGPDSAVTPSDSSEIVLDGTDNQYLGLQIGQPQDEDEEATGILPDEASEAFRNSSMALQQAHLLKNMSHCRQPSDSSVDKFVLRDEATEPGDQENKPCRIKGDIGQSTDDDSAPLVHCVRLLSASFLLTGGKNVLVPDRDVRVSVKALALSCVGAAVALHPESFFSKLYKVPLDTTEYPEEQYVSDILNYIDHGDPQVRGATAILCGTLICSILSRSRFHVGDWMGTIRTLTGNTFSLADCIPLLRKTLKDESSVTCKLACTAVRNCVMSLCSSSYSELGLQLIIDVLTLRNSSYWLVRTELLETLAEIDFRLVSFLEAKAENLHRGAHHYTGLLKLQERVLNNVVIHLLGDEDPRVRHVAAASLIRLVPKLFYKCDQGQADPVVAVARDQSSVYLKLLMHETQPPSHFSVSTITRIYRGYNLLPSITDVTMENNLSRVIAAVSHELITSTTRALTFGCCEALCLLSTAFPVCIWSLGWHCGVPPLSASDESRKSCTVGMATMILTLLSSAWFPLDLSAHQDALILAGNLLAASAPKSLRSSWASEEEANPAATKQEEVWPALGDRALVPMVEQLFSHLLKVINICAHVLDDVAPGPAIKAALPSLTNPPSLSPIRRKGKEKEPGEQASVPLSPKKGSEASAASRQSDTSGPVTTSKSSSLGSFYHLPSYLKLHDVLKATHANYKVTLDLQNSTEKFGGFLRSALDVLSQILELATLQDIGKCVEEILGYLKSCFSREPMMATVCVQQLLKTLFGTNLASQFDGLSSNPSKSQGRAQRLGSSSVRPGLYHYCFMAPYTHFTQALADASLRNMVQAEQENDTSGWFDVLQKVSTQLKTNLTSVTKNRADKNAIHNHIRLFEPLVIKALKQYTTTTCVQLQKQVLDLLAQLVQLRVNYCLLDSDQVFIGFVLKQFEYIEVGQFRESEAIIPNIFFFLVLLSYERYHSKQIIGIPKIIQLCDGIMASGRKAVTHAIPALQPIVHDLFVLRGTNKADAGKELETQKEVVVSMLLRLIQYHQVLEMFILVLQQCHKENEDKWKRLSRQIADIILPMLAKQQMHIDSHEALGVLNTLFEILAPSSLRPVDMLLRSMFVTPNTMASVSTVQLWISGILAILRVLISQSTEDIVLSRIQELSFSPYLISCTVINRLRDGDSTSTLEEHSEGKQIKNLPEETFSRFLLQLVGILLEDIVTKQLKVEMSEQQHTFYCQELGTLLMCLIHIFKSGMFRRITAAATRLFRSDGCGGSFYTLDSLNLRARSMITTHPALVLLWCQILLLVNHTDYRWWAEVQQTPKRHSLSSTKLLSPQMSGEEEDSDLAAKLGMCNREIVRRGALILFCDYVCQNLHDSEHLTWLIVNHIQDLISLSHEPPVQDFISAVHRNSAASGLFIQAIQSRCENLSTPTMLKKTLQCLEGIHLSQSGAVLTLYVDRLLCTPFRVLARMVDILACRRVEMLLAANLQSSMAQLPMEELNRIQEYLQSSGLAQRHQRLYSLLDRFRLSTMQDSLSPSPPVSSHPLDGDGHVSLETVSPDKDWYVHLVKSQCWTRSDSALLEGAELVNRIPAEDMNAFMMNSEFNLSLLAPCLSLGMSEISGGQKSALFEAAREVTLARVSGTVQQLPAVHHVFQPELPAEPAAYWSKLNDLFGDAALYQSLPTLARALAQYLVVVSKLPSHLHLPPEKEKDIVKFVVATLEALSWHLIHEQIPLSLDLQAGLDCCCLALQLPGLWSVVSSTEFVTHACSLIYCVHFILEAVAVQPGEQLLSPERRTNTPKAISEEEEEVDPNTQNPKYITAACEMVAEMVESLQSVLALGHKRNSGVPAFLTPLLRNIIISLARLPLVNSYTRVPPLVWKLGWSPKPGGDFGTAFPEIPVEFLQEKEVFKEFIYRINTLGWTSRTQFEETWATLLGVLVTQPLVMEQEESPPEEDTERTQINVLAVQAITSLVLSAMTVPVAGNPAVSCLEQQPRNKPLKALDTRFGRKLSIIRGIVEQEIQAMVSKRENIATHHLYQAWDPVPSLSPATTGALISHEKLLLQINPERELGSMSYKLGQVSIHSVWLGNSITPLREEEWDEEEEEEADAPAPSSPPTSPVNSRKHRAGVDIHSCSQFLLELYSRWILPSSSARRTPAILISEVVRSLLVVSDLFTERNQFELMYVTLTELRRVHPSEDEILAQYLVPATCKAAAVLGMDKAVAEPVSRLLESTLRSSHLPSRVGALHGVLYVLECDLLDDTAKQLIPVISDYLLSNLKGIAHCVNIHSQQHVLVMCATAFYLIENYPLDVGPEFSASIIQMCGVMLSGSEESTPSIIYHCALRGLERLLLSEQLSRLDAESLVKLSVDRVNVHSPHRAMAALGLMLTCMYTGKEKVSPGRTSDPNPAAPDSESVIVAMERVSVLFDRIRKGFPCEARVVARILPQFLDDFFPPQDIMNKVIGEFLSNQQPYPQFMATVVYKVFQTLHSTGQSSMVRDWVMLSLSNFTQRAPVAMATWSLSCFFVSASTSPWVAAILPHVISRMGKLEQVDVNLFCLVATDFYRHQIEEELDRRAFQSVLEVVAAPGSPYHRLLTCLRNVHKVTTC
Pf apPOL block: Pf-apPOL DNA polymerase inhibition; AID 1794808; inhibition, % at 10 µM; hit rate 0.25% among 210,000; Recombinant Pf-apPOL, molecular beacon fluorescence, 1.5 h
* = called active by the depositor; · = no result given; & = joins results of further samples. Rule as the data show it: active = inhibition above about 50%; inactive = the rest.

smiles	mHTT-CaM PPI inh	Pf apPOL block
O=C(CSCCS(=O)(=O)c1ccc(Cl)cc1)N1CCCC1	·	-2
Cc1ccc(C(=O)Nc2ccc(S(=O)(=O)Nc3nccs3)cc2)o1	0	0
O=C(CCS(=O)(=O)Cc1ccccc1)Nc1nc2c(Cl)cccc2s1	5	-5
COc1cccc(CN(C)S(=O)(=O)c2ccccc2Br)c1	-46	-5
CC(=O)NCC(=O)N(Cc1cccs1)C1(C(=O)NC2CCCCC2)CCCCC1	12	-1
Cc1ccc(N=C2NC(=O)C(CC(=O)Nc3ccc(C)cc3)S2)cc1 (stereo not given)	14	-4
CCc1nnc2ccc(S(=O)(=O)Nc3cccc(F)c3)cn12	-7	3
Cc1ccc(N2CC(C(=O)Nc3cccc(C)c3C)CC2=O)cc1 (stereo not given)	0	-2
COc1ccc2nc(NC(=O)CCS(=O)(=O)c3ccc(Br)s3)sc2c1	3	0
COc1cccc(Oc2coc3cc(OC(=O)C(C)C)ccc3c2=O)c1	31	-6
Cc1ccc(C(C)C)c(OCC(=O)Nc2ccc(C(=O)O)cc2)c1	-15	1
CC(=O)N1CCCC1c1nc2cc(-c3ccc(N(C)C)cc3)ccc2o1 (stereo not given)	86*	-10
CCN(Cc1ccccc1)C(=O)C1CCN(Cc2ccccc2F)CC1	0	-5
COc1ccc(NC(=O)C2C3CCCCC32)cc1 (stereo not given)	-8	-5
CC(C)C(=O)N(C)CC(=O)N1N=C(c2cccs2)CC1c1ccccc1 (stereo not given)	2	-4
Cc1cccc(CNC(=O)C2CCN(c3ccc4ccccc4c3)C2=O)c1 (stereo not given)	-1	0
CC1Cc2nc(SCC(=O)Nc3ccc([N+](=O)[O-])cc3)n(Cc3ccccc3)c(=O)c2S1 (stereo not given)	7	5
FC(F)(F)c1cc(-c2cc(C(F)(F)F)cc(C(F)(F)F)c2)cc(C(F)(F)F)c1	·	-5
CCCN(CCC)C(=O)c1cn(CC)c2nc(C)ccc2c1=O	-2	0
CC(C)CN1CCn2cc(C(=O)NC3CCCCC3)nc2C1	22	-6
COCCNC(=O)Cn1nnc2ccccc2c1=O	13	-1
C=CCn1c(SCC(=O)O)nnc1-c1ccccc1	-5	2
C#CCNC(=O)C1CC(=O)N(c2ccc(C)cc2)C1 (stereo not given)	0	-1
CC(=O)c1cccc(NC(=O)CN(C)S(=O)(=O)c2ccc(Br)cc2)c1	1	-3
Cc1ccc(-c2n[nH]c3c2CN(C(=O)c2ccccn2)CC3)cc1	-2	-10
Cc1ccnc(NS(=O)(=O)c2ccc(NC(=O)CSc3nc4ccccc4s3)cc2)n1	43	-14
O=C(Nc1ccc(F)cc1F)c1ccc(CN2CCOCC2)cc1	2	1
O=C(NCCN1CCc2ccccc2C1)c1noc2c1CCCCC2	0	-2
O=S1(=O)N[C@@H](Cc2ccccc2)COc2cc(N3CCC[C@@H]3CO)ccc21	13	-7
C=CCNc1cc(N2CCN(C(=O)c3ccc(Cl)cc3)CC2)ccc1[N+](=O)[O-]	39	-2

The closing 6 compounds of the part before open the next one:
smiles	mHTT-CaM PPI inh	Pf apPOL block
Cc1ccc(-c2n[nH]c3c2CN(C(=O)c2ccccn2)CC3)cc1	-2	-10
Cc1ccnc(NS(=O)(=O)c2ccc(NC(=O)CSc3nc4ccccc4s3)cc2)n1	43	-14
O=C(Nc1ccc(F)cc1F)c1ccc(CN2CCOCC2)cc1	2	1
O=C(NCCN1CCc2ccccc2C1)c1noc2c1CCCCC2	0	-2
O=S1(=O)N[C@@H](Cc2ccccc2)COc2cc(N3CCC[C@@H]3CO)ccc21	13	-7
C=CCNc1cc(N2CCN(C(=O)c3ccc(Cl)cc3)CC2)ccc1[N+](=O)[O-]	39	-2
Cc1cc(=O)[nH]c(SCC(=O)Nc2ccc([N+](=O)[O-])cc2)n1	-3	-2
O=C(NCCN1CCOCC1)N1CCOCC1	-10	·
Cc1cccc2c(C(=O)N(C)C)cc(=O)[nH]c12	0	-3
C#CCN1CC(N(C)CCCO)CS1(=O)=O (stereo not given)	-9	-6
Cc1ccc(NC(=O)c2nnn(-c3cccc(C)c3)c2N)cc1	7	-1
CCN(c1ccccc1)S(=O)(=O)c1ccc(C(=O)Nc2nnc(CSC)o2)cc1	29	-30
CCOc1ccccc1N1CCN(Cc2cc(C)[nH]n2)CC1	-2	-5
CCc1cccc(C)c1NC(=O)CSc1nnnn1-c1ccccc1	-1	-2
C[C@H]1[C@@H](OC(=O)Nc2ccc(Br)cc2)CC[C@@]23CCCN2C(=O)CCC[C@@H]13	19	-7
COc1ccc(Oc2nc3c(c(=O)n(Cc4ccccc4)c(=O)n3C)n2C)cc1	18	65*
O=[N+]([O-])c1ccc(N=Cc2[nH]c3ccc(Br)c(Cl)c3c2O)cc1	27	1
CCC1=NN(C(=O)c2cccc(Br)c2)C(O)(C(F)(F)F)C1 (stereo not given)	4	1
O=C(c1cn(-c2cccc(Cl)c2)nn1)N1CCCC1	-3	1
O=C(c1coc(=O)c2ccccc12)N1CCN(Cc2ccccc2)CC1	7	-4
COC(=O)Nc1cc(C)n(-c2ccccc2)n1	·	-1
CC1CCN(C(=O)C2(c3ccc(NC(=O)C4CC4)cc3)CCCCC2)CC1	0	-6
CCOC(=O)C1=C(C)NC(C)=C(C(=O)OCC)C1c1ccc2c(c1)OCO2	·	0
CN1CCN(CCNC(=O)C2CCN(c3nc4cccnc4s3)CC2)CC1	-8	11
COc1cc(OC)c2ccc(=O)oc2c1C(CC(=O)N1CCCCC1)c1ccc2c(c1)OCO2 (stereo not given)	37	-6
O=C(Nc1nccs1)c1ccc(S(=O)(=O)N2CCCCC2)cc1	-3	-3
CCCn1cc2c3c(cccc31)CN(C(=O)Nc1ccc(F)cc1)CC2	5	-3
O=C(CCC(=O)NC1CCCCCC1)NC1CCCCCC1	4	-1
O=c1c2cn[nH]c2nc(SCc2cccnc2)n1-c1ccc(Cl)cc1	10	-5
O=C(Nc1ccccc1F)c1ccc(Cl)cc1	-5	0
COc1cccc2cc(C(=O)Nc3ccc4c(c3)C(=O)Nc3ccccc3O4)oc12	-3	-6
COc1ccc(CC(=O)Nc2cc([N+](=O)[O-])ccc2C)cc1OC	16	-3
COc1ccc(N2CCN(C(=O)c3cn(-c4ccc(Cl)cc4)c(=O)c4ccccc34)CC2)cc1	36	-8
CC1(C)CC(=O)C=C(Nc2ccccc2-c2ccccc2)C1	0	-1
O=C(NCc1cccnc1)c1ccc2c(c1)NC(=O)C1CCCCN21 (stereo not given)	-2	4
CC1Cc2c([nH]c3ccccc23)C(=O)N1 (stereo not given)	-3	-3
CCOC(=O)COc1ccc2c(=O)c(Oc3cccc(OC)c3)coc2c1	-2	0
Cc1ccc(C)c(NC(=O)CS(=O)(=O)c2cn(Cc3ccc(F)cc3)c3ccccc23)c1	7	-3
CCOc1ccccc1C(=O)Nc1cccc(NC(=O)c2ccccc2OCC)n1	2	-4
Cc1nn(C)cc1CN1CCC(C(O)c2ccccc2)CC1 (stereo not given)	-9	-3
CS(=O)(=O)C(C#N)=Cc1ccccc1OCc1c(Cl)cccc1Cl	·	7
COc1ccccc1-c1nc(C2CCN(C(=O)c3ccoc3)CC2)no1	4	-2
Cc1ccc(C)c(N2CCN(C(=O)Cc3ccccc3)C(C)C2=O)c1 (stereo not given)	-1	-2
O=C(Nc1ccc(Cl)cc1)c1cc2ccccc2c(=O)o1	-3	-6
CC(=O)c1cccc(NC(=O)c2ccc3c(c2)CC(c2ccc(C)cc2)OC3=O)c1 (stereo not given)	-8	-9
Cc1cccc(-n2cc(C3CCN(C(=O)c4cccc(F)c4)CC3)cn2)c1	5	-1
COc1ccccc1N1CCN(C(=O)C2CCCN(c3cc(=O)n(C)c(=O)n3C)C2)CC1 (stereo not given)	5	3
O=C(Nc1cccc(F)c1)N1CCn2cccc2C1Cc1ccccc1 (stereo not given)	6	-1
Cc1ccccc1CS(=O)(=O)c1c[nH]c2ccccc12	1	2
CCCc1ccc(S(=O)(=O)N2CCN(C)c3ccccc32)cc1	-3	1
COc1ccccc1CNC(=O)c1c(-c2ccccc2Cl)noc1C	-11	10
COc1cc(NS(=O)(=O)c2ccc(NC(=O)c3ccc4c(c3)OCCO4)cc2)nc(OC)n1	1	-4
C#CCN(C1CC1)S(=O)(=O)c1ccccc1Br	-17	-3
CS(=O)(=O)C1Cc2ccccc2CN1C(=O)NC1CCCc2ccccc21 (stereo not given)	7	-4
O=S(=O)(c1ccc(F)cc1)N1CCC2(CC1)NCCN=C2NC1CCCC1	1	-4
Cc1nn(C(=O)C2C(C=C(Cl)Cl)C2(C)C)c2c1C1C(C2)C1(C)C (stereo not given)	-6	4
Cn1cnc2c1CN(CC(=O)NCc1ccncc1)CC2	7	-7
Cc1ccc(-c2[nH]c3ccccc3c2SCCNC(=O)C23CC4CC(CC(C4)C2)C3)cc1	0	-1
Nc1ncnc2oc(-c3ccccc3)nc12	·	-6
CCOc1ccc(C(=O)NC2(c3nc(C(C)C)no3)CCCCC2)cc1OCC	16	6
O=S(=O)(Nc1cccc2ccccc12)N1CCCC1	-5	·
O=[N+]([O-])c1cc(C(F)(F)F)cc([N+](=O)[O-])c1Sc1nc2ccccc2[nH]1	99*	3
O=C1OC(c2ccc(Cl)cc2)=N/C1=C\c1cccc(Br)c1	-1	0
CC(C)C(=O)Nc1ccc2c(c1)CC(C(=O)NCC1CCCCC1)CO2 (stereo not given)	-7	-2
CC(C)(C)CC(=O)N1CCC(CCOc2cccc(F)c2)CC1	-19	-5
COc1ccc(CCNC(=O)CCSCc2ccccc2Cl)cc1OC	2	-20

(cont.)
smiles	mHTT-CaM PPI inh	Pf apPOL block
CCC(C(=O)N1CCC(c2nc(C(=O)N3CCOCC3)c(C)o2)CC1)c1ccccc1 (stereo not given)	15	10
O=[N+]([O-])c1cc(-n2ncnc2-c2cccc(Cl)c2)ccc1F	1	3
CN=C1S/C(=C\c2cc(Cl)cc(Cl)c2OC)C(=O)N1C	-9	-3
CCc1noc(COC2CCCN(C(=O)NCCc3ccccc3)C2)n1 (stereo not given)	-12	-7
O=C(CSc1oc(-c2ccco2)nc1S(=O)(=O)c1ccccc1)c1ccc(Cl)cc1	15	-6
N#C/C(=C\c1cccnc1)c1nc(-c2ccc(Cl)cc2)cs1	19&11	-1&8
O=C(NCCC(c1ccccc1)c1ccccc1)C(=O)Nc1ccccc1[N+](=O)[O-]	4	-2
Cc1cc2c(N3CCC(C(=O)Nc4cccc(Cl)c4F)CC3)nccc2s1	0	-2
Cc1noc(C2CN(C(=O)CC(C)C)CC23CCOCC3)n1 (stereo not given)	-11	0
Cc1ccccc1CC(=O)N1CCc2c(c(-c3nc(Cc4ccccc4)no3)nn2C)C1	-4	-4
C=CCc1cccc2cc(C(=O)OC(C)C(=O)c3ccc(C)cc3)c(=O)oc12 (stereo not given)	-11	-6
COc1cccc(CNC(=O)C2CCCN(S(=O)(=O)N3CCC(C)CC3)C2)c1 (stereo not given)	-8	-13
COc1ccc(Cc2c(C)nc(C3CC3)nc2N2CCN(C(C)=O)CC2)cc1	13	-5
CN1C(=O)c2cc(NC(=O)Nc3ccc4c(c3)OCO4)ccc2Oc2ccccc21	11	10
Cc1sc(N)nc1C12CC3CC(CC(C3)C1)C2	18	-39
CC(=O)Nc1ccc(S(=O)(=O)NCC(O)c2cccs2)cc1 (stereo not given)	-4	-1
COc1ccc(C2=NN(C(C)=O)C(c3cc4ccc(C)cc4nc3Cl)C2)cc1OC (stereo not given)	3	-3
COc1ccc(C2C(=C(O)c3ccc(F)cc3)C(=O)C(=O)N2c2nnc(C)s2)cc1OC (stereo not given)	-1	-8
CC(Oc1ccccc1)C(=O)NCc1ccncc1 (stereo not given)	-1	-9
CCS(=O)(=O)Oc1ccccc1-c1nc2cc(Cl)ccc2o1	-8	-4
CC(C)CN1COc2ccc3c(=O)c(-c4ccc(Cl)cc4)coc3c2C1	3	-36
Cc1ccc2c(c1)NC(c1ccccc1Cl)C1=C(CC(C)(C)CC1=O)N2 (stereo not given)	7	-3
CCOc1ccc(C(=O)N2CCC(c3noc(-c4ccccc4)n3)CC2)cc1OCC	9	1
N#CSCCCOc1ccccc1F	-30	-6
Cc1ccc2nc(NS(=O)(=O)c3ccc(Cl)cc3)c(Cl)nc2c1	19	-5
COc1ccc(C=C2Oc3cc(OC(C)=O)ccc3C2=O)cc1OC	-2	-1
O=C(CC1CCCC1)N1CCN(c2nc(CN3CCOCC3)cs2)CC1	-1	2
O=C(NC1CC1)c1n[nH]c(=O)c2ccccc12	-6	·
O=C1C(=O)N(Cc2cccnc2)C(c2ccccc2[N+](=O)[O-])C1=C(O)c1ccccc1 (stereo not given)	5	-3
Cc1ccc(S(=O)(=O)N2CCCC2C(=O)Nc2ccc(F)cc2F)cc1 (stereo not given)	-7	-5

Part of the list above, with each value named.
CC(Oc1ccccc1)C(=O)NCc1ccncc1 (stereo not given)
- mHTT-CaM PPI inh = -1
- Pf apPOL block = -9

CCS(=O)(=O)Oc1ccccc1-c1nc2cc(Cl)ccc2o1
- mHTT-CaM PPI inh = -8
- Pf apPOL block = -4

Next section
smiles	mHTT-CaM PPI inh	Pf apPOL block
Cc1nnc(SCC(=O)c2ccc(Cl)cc2)n1-c1ccc2c(c1)OCCO2	·	-38
O=Cc1cccc(OCc2c(F)cccc2Cl)c1	-23	3
Cc1[nH]c(=O)n(C(C)(C)C)c(=O)c1C	-7	·
O=C(NCC1CCN(c2cc(-c3ccccn3)[nH]n2)CC1)c1ccc2c(c1)OCO2	37	2
COc1cc(-n2cnc3cc(C(=O)NCC(OC)OC)ccc32)cc(OC)c1OC	2	0
